HCV core dimer: HCV core protein dimerization inhibition; TR-FRET GST/Flag-core106 dimerization, 1536-well; inhibition, % at 5 µM; actives 0.33% (n = 300,000); AID 1899;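 active means inhibition above the mean of all tested compounds plus 3 SD, set per screening campaign, cut at about 45% in these data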
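Assay system: tagged HCV core106 pair (GST and Flag); medium: KF-containing HEPES buffer, pH 7.45, DTT, CHAPS, BSA; also added: Eu donor and XL665 acceptor anti-tag antibodies; dosing: 5 µM single dose; timing: compound-protein-antibody incubation 4 h at 22.5 °C; signal: TR-FRET 671 and 617 nm emission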
PP5 primary: PP5 (human) phosphatase inhibition | P53041 | purified PP5c, OMFP substrate fluorescence | inhibition, % at 6.7 µM | actives 0.18% (n = 320,000);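 active means inhibition above the campaign's mean inhibition across all tested compounds plus 3 SD, cut at about 9.5% in these data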;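 further: 0% = DMSO only and 100% = 100 µM cantharidin control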
Target sequence (P53041 whole entry, looked up): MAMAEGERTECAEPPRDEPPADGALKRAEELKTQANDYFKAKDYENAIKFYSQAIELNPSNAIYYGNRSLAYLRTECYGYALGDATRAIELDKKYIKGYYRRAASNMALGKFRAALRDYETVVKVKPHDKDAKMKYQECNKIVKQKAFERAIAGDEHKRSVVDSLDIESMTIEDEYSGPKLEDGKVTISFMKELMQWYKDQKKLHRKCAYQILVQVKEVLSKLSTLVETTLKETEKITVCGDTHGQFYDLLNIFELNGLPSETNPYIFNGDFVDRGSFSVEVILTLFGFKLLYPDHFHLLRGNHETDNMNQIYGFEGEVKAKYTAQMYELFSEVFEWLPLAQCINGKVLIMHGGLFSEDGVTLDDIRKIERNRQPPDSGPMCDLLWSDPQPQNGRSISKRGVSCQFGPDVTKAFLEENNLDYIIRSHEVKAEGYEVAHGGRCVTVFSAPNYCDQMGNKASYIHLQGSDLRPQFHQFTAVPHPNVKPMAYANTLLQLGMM
Efflux pump inh: blocks antifungal efflux pumps in multiplex yeast assay; AID 485275; S. cerevisiae Candida pump triplex, Nile Red efflux; inhibition, % at 10 µM; actives 0.44% (n = 330,000);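 active means plate passing quality check with inhibition over a set limit, or well fluorescence over plate mean plus 4 SD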;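 further: Nile Red retained in pooled yeast measured as flow cytometry median fluorescence; 0% = buffer negative control and 100% = Enniatin B positive control; higher means more Nile Red kept so more efflux inhibition; some compounds called inactive have numbers as strong as hits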
proCasp3 act: activates human procaspase-3 | actives 0.11% (n = 330,000) | activation, % at 8.5 µM | P42574 | recombinant procaspase-3 D3A, Ac-DEVD-pNA absorbance 405 nm;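 active means activation above the mean of all tested compounds plus 3 SD, cut at about 21% in these data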;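 further: 0% = DMSO alone and 100% = DMSO wells spiked with extra 5 µM PC-3 D3A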
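Test system: Procaspase-3 D3A mutant; medium: Zinc-free HEPES/NaCl buffer with 0.01% Triton X-100 at pH 7.4; reagent: DEVD-pNA substrate; doses: one concentration, 8.5 µM nominal, 0.8% DMSO; times: 1 h preincubation plus 2 h reaction at 25 °C; signal: Epi-absorbance at 405 nm of released p-nitroaniline, 0 and 120 min; replicates: singlicate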
JMJD2C inh: human JMJD2C demethylase inhibition | Q9H3R0 | GST-JMJD2C(1-420) H3K9me3 demethylation, DELFIA europium | inhibition, % at 2.35 µM | actives 0.069% (n = 330,000) | AID 2099;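 active means more than half of a compound's replicate wells show inhibition beyond 50%, single wells judged on their own value; inconclusive means some, but no more than half, of replicates pass 50% inhibition; inactive means no replicate passes 50% inhibition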;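 further: signal counts dimethyl H3K9 product captured on neutravidin plate; 0% = median of DMSO wells and 100% = 0.3 times that DMSO median; strong numbers were not always called active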
Target sequence (Q9H3R0 1-420 limits assumed): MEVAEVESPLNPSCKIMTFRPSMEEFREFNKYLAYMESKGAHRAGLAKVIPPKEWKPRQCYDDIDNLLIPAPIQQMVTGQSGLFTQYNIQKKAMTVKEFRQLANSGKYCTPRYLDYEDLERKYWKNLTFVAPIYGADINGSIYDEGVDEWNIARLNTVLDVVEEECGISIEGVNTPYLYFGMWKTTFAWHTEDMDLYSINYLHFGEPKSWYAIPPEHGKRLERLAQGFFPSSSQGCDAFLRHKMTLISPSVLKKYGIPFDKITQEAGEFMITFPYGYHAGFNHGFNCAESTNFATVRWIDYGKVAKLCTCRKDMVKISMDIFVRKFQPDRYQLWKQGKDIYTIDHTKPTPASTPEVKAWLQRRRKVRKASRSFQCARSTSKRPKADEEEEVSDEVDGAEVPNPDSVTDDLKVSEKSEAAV
PP1 inh: PP1-alpha (human) inhibition in PP5 counter-screen. P62136. purified PP1alpha, OMFP fluorescence. inhibition, % at 6.7 µM. actives 0.9% (n = 320,000). AID 2235;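 active means inhibition above the mean inhibition of all tested compounds plus 3 SD, computed separately for each screening campaign, cut at about 15% in these data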
TPT1 inh: C. albicans TPT1 enzyme inhibition; recombinant caTPT1, FP RNA substrate dephosphorylation; inhibition, % at 5 µM; actives 0.81% (n = 300,000);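 active means inhibition above the mean of all tested compounds plus 3 SD, set per screening campaign, cut at about 24% in these data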;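 further: plate controls were DMSO alone for no effect and ferristatin control at 100 nM for full effect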
procasp7 counter: activates human procaspase-7, counter-screen for procaspase-3 activators. recombinant procaspase-7, Ac-DEVD-pNA absorbance 405 nm; D23A/D198A/D206A triple mutant, cannot self-cleave; scale: DMSO 0, 5 µM enzyme 100. actives 0.093% (n = 330,000). P55210. activation, % at 8.5 µM;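 active means percent activation above the screen-wide mean plus 3 SD, cut at about 25% in these data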
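Material: Procaspase-7 triple mutant (PC-7 D3A) | Quantity: 2 µM procaspase-7 mutant as dispensed | Reagent: DEVD-pNA substrate | Times: 1 h preincubation, 2 h reaction | Technique: 405 nm absorbance of p-nitroaniline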
CTSL1 counter: counter-screen for PFM18AAP inhibitors: inhibitors of F. hepatica cathepsin L1. recombinant F. hepatica cathepsin L1, Z-Leu-Arg-MCA fluorescence. inhibition, % at 5.96 µM. actives 0.49% (n = 300,000);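 active means inhibition above the mean of all tested compounds plus 3 SD, set per screening campaign, cut at about 17% in these data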;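 further: 0% = plate median of test compound wells and 100% = 1 µM Z-Phe-Ala-diazomethylketone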
* = called active by the depositor; ? = inconclusive; . = not tested or not shown; & = joins results of further samples. Outcome played no part in choosing rows; overall some 2.9% were active at least once.

SMILES | HCV core dimer | PP5 primary | Efflux pump inh | proCasp3 act | JMJD2C inh | PP1 inh | TPT1 inh | procasp7 counter | CTSL1 counter
Cc1nn(-c2ccccc2)c2c1C1(C(=O)N3c4c(cccc41)C(C)CC3(C)C)C(C#N)=C(N)O2 (stereo not given) | 7 | -0.8 | 0.7 | -6 | -3 | -1 | 2 | 2 | 2
CS(=O)(=O)c1nc(S(=O)(=O)c2ccc(Cl)cc2)c(NCCCN2CCOCC2)s1 | -1 | -0.1 | 0.0 | 1 | -11 | -2 | 1 | 1 | 2
CC1(C(=O)NC(=S)N(CCC#N)c2ccccc2)CC1(Cl)Cl (stereo not given) | -1 | 1.5 | 0.0 | 2 | -5 | -2 | -3 | 5 | -6
CCN(C(=O)CSc1nnc(-c2ccc(OC(F)F)cc2)n1N)C1CCS(=O)(=O)C1 (stereo not given) | -2 | -0.8 | 0.0 | -7 | 151 | -2 | -1 | -1 | 10
COc1ccc(C(=O)Nn2c(CC(C)C)nc3cc(OC)c(OC)cc3c2=O)c(OC)c1 | 5 | 1.4 | -0.1 | 8 | . | -1 | 2 | -5 | 0
C(=C1/CCCC2=C1Nc1ncnn1C2c1ccccc1)/c1ccccc1 (stereo not given) | 6 | -2.7 | 0.0 | -6 | -32 | -3 | -3 | -16 | 9
O=C(N/N=C/c1coc2ccccc2c1=O)c1cccc([N+](=O)[O-])c1 | 8 | -1.1 | -0.1 | -2 | 3 | 0 | -2 | -2 | 3
O=C(CNC(=O)c1ccc([N+](=O)[O-])cc1)c1ccccc1 | -6 | 4.1 | 0.9 | 1 | -4 | -6 | -1 | -19 | 1
Cc1ccccc1SCCNC(=O)c1ccccc1Br | 1 | 2.1 | 0.1 | 3 | 7 | 3 | 2 | -7 | -1
CC1CCN(S(=O)(=O)CCNC(=O)c2ccc3c(c2)OCO3)CC1 | 1 | -2.2 | 0.1 | 5 | 0 | -5 | 2 | 2 | 5
Cc1ccc(C2=NN(C(=O)COc3ncnc4ccccc34)C(c3ccco3)C2)cc1 (stereo not given) | 6 | -1.1 | 0.1 | 3 | -2 | -4 | -3 | 3 | 1
CCCCN(C)C(=O)c1cn(-c2cccc(OC)c2)c(=O)c2ccccc12 | 0 | 0.8 | 0.0 | 3 | 12 | 2 | 1 | 1 | -3
CCC(C(=O)NC1CCCC1)N(C(=O)Cn1nnc(-c2ccc(C)o2)n1)c1cnc2ccccc2c1 (stereo not given) | 3 | 1.5 | -4.9 | -3 | ? | -2 | -1 | -6 | -1
CC(C)Oc1ccc(CNC(=O)CC(c2ccccc2)c2cc(Cl)ccc2O)cc1 (stereo not given) | 4 | 5.4 | 0.2 | 8 | 11 | 4 | -1 | 4 | 6
Cc1ccc(C(=O)N2CCn3c(C)ccc3C2C)cc1 (stereo not given) | 10 | 0.8 | 0.8 | 0 | -4 | 2 | 14 | -1 | -6
N=c1c2ccccc2nnn1-c1ccc(C(F)(F)F)cc1 | 19 | -0.9 | -0.3 | 5 | 6 | 12 | 1 | 2 | 1
CCc1cccc(NC(=O)c2cc(S(=O)(=O)N(C)C)ccc2N2CCCC2)c1 | -8 | 2.4 | 0.2 | 0 | -5 | -3 | 4 | 3 | 0
COc1cccc(C2C(C(=O)Nc3cccnc3)=C(C)Nc3nnnn32)c1OC (stereo not given) | 1 | 2.9 | 0.0 | 1 | -5 | -4 | -3 | -1 | 4
Fc1ccc(N2CCN(C(c3cccs3)c3nnnn3CCc3ccccc3)CC2)cc1 (stereo not given) | 21 | 5.9 | 0.1 | 1 | 4 | 10 | 1 | 1 | 1
CC(=O)Nc1cccc2ncccc12 | 1 | 4.3 | -0.1 | 0 | -7 | -2 | 0 | 2 | -2

3 structures already listed, sorted by heavy-atom count, descending:
SMILES | HCV core dimer | PP5 primary | Efflux pump inh | proCasp3 act | JMJD2C inh | PP1 inh | TPT1 inh | procasp7 counter | CTSL1 counter
CS(=O)(=O)c1nc(S(=O)(=O)c2ccc(Cl)cc2)c(NCCCN2CCOCC2)s1 | -1 | -0.1 | 0.0 | 1 | -11 | -2 | 1 | 1 | 2
O=C(N/N=C/c1coc2ccccc2c1=O)c1cccc([N+](=O)[O-])c1 | 8 | -1.1 | -0.1 | -2 | 3 | 0 | -2 | -2 | 3
O=C(CNC(=O)c1ccc([N+](=O)[O-])cc1)c1ccccc1 | -6 | 4.1 | 0.9 | 1 | -4 | -6 | -1 | -19 | 1

Later entries
SMILES | HCV core dimer | PP5 primary | Efflux pump inh | proCasp3 act | JMJD2C inh | PP1 inh | TPT1 inh | procasp7 counter | CTSL1 counter
COc1cccc(NC(=O)C2CC(=O)N(Cc3ccc(C)cc3)C2)c1 (stereo not given) | 1 | 1.9 | -0.1 | -2 | -5 | -10 | -1 | 3 | 1
COc1c(C(=O)NC(=S)Nc2nnn(C)n2)cc2ccccc2c1Br | -8 | 0.6 | 0.4 | -5 | 6 | 3 | 0 | -7 | 1
COc1ccc(CSc2nncn2N)cc1[N+](=O)[O-] | -11 | 3.2 | 0.2 | 3 | -13 | -1 | 1 | 9 | -3
CN1CC(=O)N(CC(=O)Nc2ccc(N3CCOCC3)cc2)C1=O | . | 0.3 | -0.1 | 1 | . | -4 | . | 3 | .
COc1ccccc1C(=O)NCCC(=O)N(C)CC(=O)Nc1ccc(N2CCOCC2)cc1 | 3 | -0.7 | 0.0 | 1 | -3 | -7 | -1 | 0 | -5
CS(=O)(=O)N(Cc1ccccc1)c1ccccc1C(=O)Nc1ccccc1C(=O)NCc1ccco1 | -1 | 1.4 | 0.0 | 4 | 33 | -1 | 1 | -2 | -3
O=C1CCC(C(=O)N2CCSCC2)CN1CCc1cccc(F)c1 (stereo not given) | 4 | -0.6 | 0.1 | 4 | -21 | -1 | 1 | 8 | 1
N#Cc1ccccc1Cn1c(=O)oc2ccccc21 | 1 | -2.8 | 0.1 | 7 | 9 | -2 | 6 | -2 | -1
CN1CCN(CCC(=O)Nc2ccc(Br)cc2)CC1 | 0 | -2.0 | 0.0 | 1 | 2 | -5 | -3 | 4 | 0
Cc1ccc(-c2nc(CSCC(=O)NCc3cccnc3)c(C)o2)cc1 | -1 | 3.9 | -0.1 | 10 | 4 | -2 | 0 | 3 | -4
Cc1ccccc1N1C(=O)c2cc(S(N)(=O)=O)c(Cl)cc2NC1C (stereo not given) | -6 | 5.2 | 0.0 | -9 | . | -3 | 3 | -11 | -5
Cc1sc2ncn(CC(=O)NCCCC(=O)N3CCN(c4ccccc4)CC3)c(=O)c2c1C | 1 | -1.9 | 0.0 | 0 | -15 | -5 | 2 | -6 | 2
CN(C)c1cccc(C(=O)NCc2ccc3c(c2)OCO3)c1 | 0 | 0.7 | 0.1 | 4 | -5 | 2 | -3 | 9 | 2
COc1cccc(NC(=O)COc2ccccc2)c1 | -8 | -2.4 | -0.1 | -5 | 8 | -1 | -3 | 2 | -1
CCN(CC)S(=O)(=O)c1ccc(C(=O)Nc2nnc(COC)o2)cc1 | -3 | 2.8 | 0.1 | 5 | -9 | 5 | 0 | 1 | -2
CC(=O)c1ccc([N+](=O)[O-])c(CS(=O)(=O)c2ccccc2)c1 | -8 | -0.1 | 0.0 | 4 | 10 | 1 | -2 | -9 | -2
ClC1(Cl)CC1CSc1nc2ccccc2[nH]1 (stereo not given) | -2 | -0.4 | 0.2 | 2 | 181 | -4 | -2 | -4 | 0
CC(=O)OC(C(=O)NCS(=O)(=O)c1ccc(C)cc1)c1cccnc1 (stereo not given) | -5 | -2.0 | 0.0 | -4 | 77 | -6 | -1 | -3 | -22
Cc1nn(Cc2c(Cl)cccc2Cl)c(Cl)c1/C=C/C(=O)OCC(=O)NCC(F)(F)F | -5 | -7.3 | -0.1 | 1 | -3 | -3 | -5 | 14 | -1
CCc1ccc(NC(=O)c2noc3c2CCC3)cc1 | 43 | 2.3 | 0.0 | 1 | 19 | -2 | 0 | 13 | 3

Some of the entries above in a different format:
SMILES	HCV core dimer	PP5 primary	Efflux pump inh	proCasp3 act	JMJD2C inh	PP1 inh	TPT1 inh	procasp7 counter	CTSL1 counter
CS(=O)(=O)N(Cc1ccccc1)c1ccccc1C(=O)Nc1ccccc1C(=O)NCc1ccco1	-1	1.4	0.0	4	33	-1	1	-2	-3
O=C1CCC(C(=O)N2CCSCC2)CN1CCc1cccc(F)c1 (stereo not given)	4	-0.6	0.1	4	-21	-1	1	8	1

The list continues:
SMILES | HCV core dimer | PP5 primary | Efflux pump inh | proCasp3 act | JMJD2C inh | PP1 inh | TPT1 inh | procasp7 counter | CTSL1 counter
Fc1ccc(NC(=S)Nc2cccnc2)cc1 | -6 | -0.1 | 0.1 | -1 | 13 | 0 | -2 | -20 | -4
COc1ccc(S(=O)(=O)N2CCC(C(=O)NCc3ccccn3)CC2)cc1C | 0 | -0.8 | -0.1 | 2 | -11 | -8 | -6 | -4 | -2
CCOC(=O)c1ccccc1NC(=O)CSc1nnc(COc2ccccc2C)n1C | 9 | 0.5 | 0.1 | -2 | 2&4 | 4 | -2 | 13 | 1
CSCCOC(=O)COc1ccc(/C=N/NC(=O)c2c(Cl)cnn2C)cc1 | -4 | -2.5 | 0.1 | -3 | 3 | -1 | -1 | 1 | 2
COc1ccc2c3c(cccc13)OCC2=O | 3 | -0.4 | -0.1 | -3 | -14 | -1 | -9 | -6 | -1
COC(=O)[C@H](C)NC(=O)Nc1cc(OC)ccc1OC | 5 | -0.2 | 0.0 | 4 | 10 | 1 | 0 | 4 | 4
O=C1CN(CC(=O)Nc2ccc(SC(F)F)cc2)CCN1 | -7 | 3.3 | 0.0 | 4 | -3 | -6 | 1 | -15 | -2
CC(=O)Nc1ccc(NC(=O)c2cc(C)nn2-c2ccccc2)cc1 | 1 | 1.2 | 0.2 | -12 | -7 | -13 | 1 | -6 | -3
COc1cc(/C=N/N2CCOCC2)ccc1OCc1ccccc1 | -1 | 1.1 | 0.4 | -4 | -9 | -2 | -1 | -2 | -2
Cc1cc(NCCN(C)C)n2nc(-c3cccs3)cc2n1 | -2 | -1.0 | -0.1 | 2 | 23 | 0 | 0 | 15 | 1

Taken from the results shown for reference:
SMILES | HCV core dimer | PP5 primary | Efflux pump inh | proCasp3 act | JMJD2C inh | PP1 inh | TPT1 inh | procasp7 counter | CTSL1 counter
CC(=O)Nc1ccc(NC(=O)c2cc(C)nn2-c2ccccc2)cc1 | 1 | 1.2 | 0.2 | -12 | -7 | -13 | 1 | -6 | -3
COc1cc(/C=N/N2CCOCC2)ccc1OCc1ccccc1 | -1 | 1.1 | 0.4 | -4 | -9 | -2 | -1 | -2 | -2
Cc1cc(NCCN(C)C)n2nc(-c3cccs3)cc2n1 | -2 | -1.0 | -0.1 | 2 | 23 | 0 | 0 | 15 | 1
